Assay outcomes from PubChem BioAssay.
KCNH2 WT inh = KCNH2 (human, wildtype) channel inhibition | Q12809 | U2OS, BacMam KCNH2, thallium flux FluxOr; stronger effect = lower value | activity change, % at 1.84 µM | hit rate 0.37% among 340,000 | AID 720551;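 active means maximum activity change below -70%; inconclusive means maximum activity change between -70% and -50%; inactive means maximum activity change above -50%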; further: on the % scale 0 is the no-effect control and ±100 the full control effect
Target sequence (Q12809 whole entry, looked up): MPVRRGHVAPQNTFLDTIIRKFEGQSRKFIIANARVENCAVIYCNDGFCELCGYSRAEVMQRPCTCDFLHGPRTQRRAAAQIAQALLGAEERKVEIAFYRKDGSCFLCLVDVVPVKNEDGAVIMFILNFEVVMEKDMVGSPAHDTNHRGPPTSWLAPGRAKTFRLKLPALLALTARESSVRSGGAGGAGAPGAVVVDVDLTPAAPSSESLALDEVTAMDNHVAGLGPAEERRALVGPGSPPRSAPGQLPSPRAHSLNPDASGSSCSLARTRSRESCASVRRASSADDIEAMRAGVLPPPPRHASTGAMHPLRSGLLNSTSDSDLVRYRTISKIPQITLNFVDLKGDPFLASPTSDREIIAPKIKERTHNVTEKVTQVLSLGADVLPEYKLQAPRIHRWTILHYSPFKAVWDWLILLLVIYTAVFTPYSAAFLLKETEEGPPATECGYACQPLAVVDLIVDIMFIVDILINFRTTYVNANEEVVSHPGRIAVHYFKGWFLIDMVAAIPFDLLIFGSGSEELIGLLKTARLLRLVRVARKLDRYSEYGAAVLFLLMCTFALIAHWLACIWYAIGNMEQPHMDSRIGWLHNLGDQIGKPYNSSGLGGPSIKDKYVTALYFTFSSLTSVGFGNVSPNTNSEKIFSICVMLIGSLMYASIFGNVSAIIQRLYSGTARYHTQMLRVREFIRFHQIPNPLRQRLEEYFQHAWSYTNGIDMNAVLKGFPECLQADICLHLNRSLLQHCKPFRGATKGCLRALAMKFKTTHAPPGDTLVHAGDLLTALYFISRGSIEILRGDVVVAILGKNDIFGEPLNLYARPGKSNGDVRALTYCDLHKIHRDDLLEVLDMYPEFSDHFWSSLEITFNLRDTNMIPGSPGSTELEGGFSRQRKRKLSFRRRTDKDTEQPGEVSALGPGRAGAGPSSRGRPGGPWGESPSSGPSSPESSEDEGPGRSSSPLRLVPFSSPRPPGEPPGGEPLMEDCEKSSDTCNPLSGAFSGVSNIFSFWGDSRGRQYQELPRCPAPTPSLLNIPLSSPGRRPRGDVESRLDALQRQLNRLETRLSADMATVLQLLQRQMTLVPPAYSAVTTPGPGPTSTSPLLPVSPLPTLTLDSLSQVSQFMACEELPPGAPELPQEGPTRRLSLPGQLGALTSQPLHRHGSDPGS
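U2OS cells transduced with wild-type KCNH2 virus are loaded with FluxOr dye for 45 min, and thallium flux is measured in kinetic reads before and after stimulation buffer. Rate constants are normalized to DMSO controls.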
Coupling enz = inhibits coupling enzyme system, counter-screen for aldolase hits. hit rate 0.67% among 290,000. AID 2472. coupling enzyme system counterscreen, AmpLite Red fluorescence. activity change, negative = inhibition, % at 58.2 µM, hits read low; in the data active means activity change below about -30%; further: on the % scale 0 is the no-effect control and ±100 the full control effect
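Final compound at 57.5 uM, incubated 10 min at RT with coupling enzyme reagent (glyceraldehyde-3-phosphate), then 20 min with substrate and AmpLite Red detection. Fluorescence read at 525/598 nm; tests interference with the coupling assay, not aldolase inhibition.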
CXXC DNA block = blocks binding of human MLL CXXC domain to DNA | MLL-CXXC / FITC-HOXA9 DNA fluorescence polarization | Potency, µM (doses to about 115 µM), inactives show at the top dose activity change, negative = inhibition, most hits filed as inhibitors | hit rate 0.037% among 290,000 | Q03164 | AID 2662; active means well fitted inhibition curve with a large enough effect in the polarisation, with a control signal flat, not every such curve was filed as active; inconclusive means small, poorly fitted or top-dose-only effect, or effect the other way, or a change in a side signal; inactive means no such curve, though single readings can be large or run the other way; the % refers to the polarisation; further: potency means the concentration at half of the fitted maximal effect
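Fluorescence polarization: 7 uM MLL-CXXC (stock) preincubated 5 min with compounds, then 50 nM fluorescein-HOX-A9 DNA (stock) added; 30 min ambient. Buffer 50 mM Tris-HCl pH 7.5, 50 mM NaCl, 1 mM DTT, 0.05% BSA.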
GALK inh = galactokinase (human) inhibition | P51570 | Purified GALK, Kinase-Glo residual ATP luminescence | Potency, µM (series often up to 57.5 µM), without a hit: at the top dose activity change, negative = inhibition, actives largely listed as inhibitors | hit rate 0.007% among 270,000; further: potency means the concentration at half of the fitted maximal effect; on the % scale 0 is the no-effect control and ±100 the full control effect
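The enzyme phosphorylates galactose (100 uM) using ATP (35 uM); inhibition is detected as higher residual ATP, quantified by bioluminescence after 1 h reaction at room temperature, pH 8.0.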
Giardia kill = kills Giardia lamblia. Giardia lamblia trophozoite viability. activity change, % at 7.66 µM, hits read low. hit rate 0.15% among 340,000. AID 540267; in the data active means activity change below about -80%; inconclusive means between about -30% and that limit;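 further: parasites exposed to compound for two days anaerobically before the ATP read; on the % scale 0 is the no-effect control and ±100 the full control effect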
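Giardia trophozoites, 100 cells per well, were exposed to compounds for 48 hrs at 37 deg C under anaerobic conditions; viability was then read as ATP content by bioluminescence after 15-30 min at room temperature.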
TRPV1 ag = activates the human vanilloid receptor TRPV1 | TRPV1-expressing cells, Fluo-8 calcium influx, agonist mode | activation, % at 8.33 µM | Q8NER1 | hit rate 0.19% among 320,000; in the data active means activation above about 80%; inconclusive means between about 30% and that limit; further: 0% is about no effect
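Fluo-8 calcium influx in TRPV1-expressing cells, kinetic read (ex 480/em 520 nm). Compound added and read 3 min for agonist activity, followed by capsaicin at EC20 final and 2 min further read for enhancement.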
Menin-MLL TR inh = inhibitors of human menin-MLL interaction, mutant MLL peptide. Menin + Texas Red MLL mutant peptide, fluorescence polarization. hit rate 0.23% among 270,000. Potency, µM (highest dose often 61.6 µM), inactives show at the highest dose FP activity change, negative = inhibition, hits mostly inhibitors. O00255; active means well fitted inhibition curve with a large enough effect in the polarisation, with a control signal flat, not every such curve was filed as active; inconclusive means small, poorly fitted or top-dose-only effect, or effect the other way, or a change in a side signal; inactive means no such curve, though single readings can be large or run the other way; the % refers to the polarisation; further: potency means the concentration at half of the fitted maximal effect; % of control where 0% means no effect; many of its hits are not listed in these tables
PKM2 activator = increases activity of human pyruvate kinase M2; P14618; purified PKM2, Kinase-Glo ATP luminescence, activation; response scale: 0% is enzyme alone, no compound; Potency, µM (top dose mostly 57.5 µM), for inactives: at the top dose activation, actives largely listed as activators; hit rate 0.34% among 260,000; AID 1631; further: potency means the concentration at half of the fitted maximal effect; on the % scale 0 is the no-effect control and ±100 the full control effect; nearly all actives have a fitted effect of over 55% in size
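Purified hPK-M2 (>95% pure) converted ADP (0.1 mM final) to ATP with 0.5 mM PEP in 50 mM imidazole pH7.2, KCl, MgCl2, Tween 20, BSA; 1 h at room temperature. ATP detected by Kinase-Glo luminescence.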
B2AR arrestin = beta2AR (human) beta-arrestin recruitment activity; hit rate 0.02% among 330,000; P07550; beta-arrestin recruitment to beta2AR, cell-based reporter; Potency, µM (doses to about 46.1 µM), for inactives: at the highest dose activation, hits mostly activators; AID 492947;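 further: potency means the concentration at half of the fitted maximal effect; 0% = DMSO controls and full agonism = EC100 isoproterenol or metaproterenol; nearly all actives have a fitted effect of over 65% in size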
USP2a block = blocks human ubiquitin-specific protease USP2a. O75604. USP2 core, Ub-CHOP2 coupled fluorogenic reporter, 485/531. Potency, µM (titrated, usually from 38.3 µM), without a hit: top-dose activity change, negative = inhibition, actives largely listed as inhibitors. hit rate 0.01% among 330,000. AID 463254;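 further: potency means the concentration at half of the fitted maximal effect; plate controls were DMSO wells for no effect and full inhibition by NEM control for full effect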
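USP2 core (10nM final) preincubated 30min RT with compound in 20mM Tris-HCl pH 8.0, 2mM CaCl2, 2mM beta-mercaptoethanol, 0.05% CHAPS; 25nM Ub-CHOP2 plus 25nM reporter substrate added, fluorescence (Ex485/Em531) read after 60min.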
KCNH2 3.1 block = KCNH2 3.1 (human) potassium channel inhibition; U2OS KCNH2 3.1, thallium flux FluxOr; stronger effect = lower value; activity change, % (tested at about 1.8 µM); hit rate 0.95% among 340,000;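 active means maximum activity change below -70%; inconclusive means maximum activity change from -70% to -50%; inactive means maximum activity change above -50%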;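 further: thallium influx rate constant from kinetic fluorescence after stimulation buffer; on the % scale 0 is the no-effect control and ±100 the full control effect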
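Normalized rate constant (relative to positive and negative DMSO controls) derived from a 2 min kinetic fluorescence read after stimulation; U2OS cells expressing the 3.1 isoform via virus at 1.77 x 10^8 /mL.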
The depositor's hits bear a star; ? = inconclusive; nt = no result given; [ ] = another dose, or the depositor's remark. Unless noted, the call rests on the fitted dose curve; in most records, active means well fitted curve in the direction sought with a large enough effect; inconclusive means small, poorly fitted or top-dose-only effect, or another doubt; inactive means no such curve, though single readings can be large; an effect the other way counts as inactive or inconclusive. A portion of the library (hit frequency here may not be typical).

SMILES | KCNH2 WT inh | Coupling enz | CXXC DNA block | GALK inh | Giardia kill | TRPV1 ag | Menin-MLL TR inh | PKM2 activator | B2AR arrestin | USP2a block | KCNH2 3.1 block
COc1ccc(N2CCOCC2)c(NC(=O)c2ccc(Br)o2)c1 | 15 | nt | 9% | 3% | 10 | 2 | nt | 3% | 0.3% | -2% | 3
CCOc1ccc(CCNC(=O)C2CC(=O)N(CCc3ccc(OC)c(OC)c3)C2)cc1OCC (stereo unspecified) | 6 | nt | nt | nt | 2 | -4 | nt | nt | 0.2% | 0% | -5
CCc1cc(C(=O)O)c(NC(=O)/C=C/c2ccc(OC)c(OC)c2)s1 | 12 | 6 | -7% | 13% | ? | 1 | ? | 0% | 0.4% | 1% | -3
N#Cc1cnc(Oc2ccc(Cl)cc2)nc1N | -6 | 2 | 38% | 0% | 1 | 11 | 7% | nt | -0.4% | 6% | 6
Cc1ccc(S(=O)(=O)NCC(=O)NNC(=O)c2ccc(Br)cc2)cc1C | -4 | nt | nt | nt | -3 | nt | nt | nt | -0.8% | -9% | 2
O=S(=O)(NCc1ccc(F)cc1)c1ccc(Br)cc1Br | 0 | nt | nt | nt | ? | -12 | nt | nt | -0.7% | -1% | -7
Cc1nc2ccc(S(=O)(=O)N(C)CC(=O)Nc3ccccc3F)cc2s1 | -1 | -1 | 4% | 1% | -12 | 11 | 4% | 3% | 0.1% | -2% | 5
CCOC(=O)C1(CC)NC(c2ccco2)C2C(=O)N(CC)C(=O)C21 (stereo unspecified) | -12 | 0 | -3% | 2% | -8 | 2 | 3% | -2% | 0.4% | -4% | -41
CN(C)CCCN1C(=O)C(=O)/C(=C(/O)c2ccncc2)C1c1cccc(Br)c1 (stereo unspecified) | -5 | 3 | 4% | 0% | 8 | -2 | 1% | -1% | -0.3% | 4% | -4
COc1ccc(CC(=O)OCC(=O)Nc2ccc3[nH]c(=O)[nH]c3c2)cc1 | 7 | nt | nt | nt | -9 | 2 | nt | nt | -0.1% | 1% | 8
CCc1ccccc1NC(=O)c1ccc2nc(N3CCOCC3)sc2c1 | -4 | 4 | -5% | nt | 11 | 2 | 1% | 3% | 0.5% | 0% | 12
O=C(Cn1cccc1C(=O)c1ccccc1)NCc1cccs1 | -2 | 2 | 2% | -3% | 25 | nt | nt | -8% | -0.8% | 2% | -12
CCOC(=O)c1nnn(-c2nonc2N)c1CN(CC)c1ccccc1 | -2 | 1 | 11% | 1% | 20 | -2 | 1% | -1% | 0.2% | 3% | 17
S=C(NCc1cccnc1)c1ccccc1 | 2 | -1 | -3% | 1% | -1 | 7 | 8% | nt | 0.3% | 2% | 15
CC1CN(S(=O)(=O)c2cccc(C(=O)NCc3ccccn3)c2)CC(C)O1 (stereo unspecified) | -12 | nt | nt | nt | -14 | nt | nt | nt | 0.0% | -3% | -3
CCCOc1ccccc1OCC(=O)N1CCN(S(=O)(=O)c2ccc(Cl)cc2)CC1 | -8 | nt | nt | nt | -9 | 17 | nt | nt | 0.2% | -2% | -22
Cc1ccc(NC(=O)c2cccc(NC(=O)CC3SC(N4CCCCC4)=NC3=O)c2)nc1 (stereo unspecified) | 5 | nt | nt | nt | 3 | -2 | nt | nt | 0.1% | 3% | -10
O=C(CSc1ncnc2ccccc12)NCC(=O)c1ccccc1 | 4 | 5 | 2% | 1% | 3 | 12 | ? | 15% | -0.2% | -1% | 0
CCOc1ccc(NC(=O)CN(C)C(=O)c2ccncc2)cc1OCC | 17 | nt | 4% | 7% | -14 | 0 | nt | -2% | 0.1% | -20% | 4
CCCCn1c(N)c(N(CC(C)C)C(=O)CSc2ccc([N+](=O)[O-])cc2)c(=O)[nH]c1=O | 3 | nt | nt | nt | 4 | -2 | nt | nt | -0.3% | 2% | -7
Cc1ccc(Sc2nc(C)c([N+](=O)[O-])c(C)c2C#N)cc1 | 6 | -1 | -1% | -3% | 0 | 4 | nt | 2% | -0.6% | -1% | 7
C=C1SC(=Nc2ccccc2Cl)N(C(=O)c2sc3ccccc3c2Cl)C12CCCCC2 | nt | -3 | 2% | -3% | nt | -2 | ? | 0% | 0.0% | 0% | nt
NC(=O)c1ccsc1NC(=O)C1CCCCC1 | -7 | 0 | -8% | -6% | 4 | 2 | -2% | 4% | 0.1% | -1% | 4
O=C(NC1CCCCC1)Oc1cc2oc(=O)sc2cc1Br | -6 | 2 | 9% | -2% | 0 | -1 | nt | 6% | -0.3% | 1% | -4
C=CC(C)(O)CCCC(C)CCCC(C)CCCC(C)C (stereo unspecified) | 3 | -4 | nt | nt | -14 | -3 | -8%[24.8 µM] | nt | -0.9% | -1% | -1
CC(C)C(C)NC(=O)COn1nnc2ccc(S(=O)(=O)N3CCOCC3)cc21 (stereo unspecified) | -6 | nt | nt | nt | 6 | 2 | nt | nt | 0.1% | 2% | 0
COc1ccc(/C(C)=N/N=C(N)N)c(O)c1 | 1 | 1 | 1% | -2% | 31[activator] | -4 | nt | 2% | -0.6% | 9% | -5
CCN(c1ccccc1)S(=O)(=O)c1cccc(C(=O)NCc2ccncc2)c1 | 1 | nt | nt | nt | -24 | ? | nt | nt | 0.2% | 0% | 2
COc1cccc(NC(=O)c2ccc(S(=O)(=O)NCc3cccnc3)cc2)c1 | -5 | -2 | 0% | -3% | 4 | 2 | nt | nt | 0.0% | 1% | 6
O=C(NCc1cccnc1)c1ccc(Cl)cc1[N+](=O)[O-] | 6 | 2 | 3% | 0% | -19 | 2 | 0% | 2% | 0.2% | 0% | 11
CCCCCCn1c(CN2CCN(CCO)CC2)nc2c1c(=O)n(C)c(=O)n2C | 1 | 0 | 10% | 1% | -3 | -3 | -23% | 2% | -1.0% | 2% | -37
O=C(Cn1nc(C(F)(F)F)c2c1CCCC2)NC1CCCC1 | -4 | 12 | 5% | 8% | -5 | nt | nt | -20% | -0.4% | 0% | 2
COC(=O)c1cccc(NC(=O)CN2CCC(NC(=O)c3cc(OC)c(OC)c(OC)c3)CC2)c1 | -15 | 1 | 0% | 0% | 10 | -1 | -11% | -1% | -0.2% | -2% | -11
Cc1ccccc1NC(=S)N1CCCCCC1 | 2 | nt | 28% | -2% | 4 | 0 | nt | -8% | 0.3% | 1% | -12
CCOC(=O)c1ccc(NC(=O)c2cn(CCC#N)nc2-c2ccc3c(c2)OCCO3)cc1 | 0 | -2 | -3% | 0% | 0 | -1 | ? | 0% | -0.4% | 2% | 14
Cc1ccc2occ(/C=N/NC(=O)[C@@H](N)Cc3ccccc3)c(=O)c2c1 | 3 | -1 | 0% | nt | -13 | -1 | nt | -13% | -0.8% | -1% | 22
Cc1ccc(CS(=O)(=O)CCC(=O)NCCCN2CCCC2)cc1 | 15 | 1 | 4% | -5% | -7 | -1 | -15% | 9% | -0.3% | -1% | 12
O=C(CC1SC(=O)NC1=O)Oc1ccc(/C=N/NC(=O)c2ccccc2O)cc1 (stereo unspecified) | -17 | 6 | -28% | -2% | -27 | 17 | nt | -11% | -0.2% | 2% | 3
Cc1ccccc1NC(=O)COC(=O)C1C2CC3OC(=O)C1C3C2 (stereo unspecified) | -254* | 0 | -3% | -2% | -8 | -4 | nt | nt | 0.0% | 2% | -1
COC(=O)c1ccc(NC(=O)Cc2ccc(C)cc2)cc1 | 1 | -1 | 14% | -1% | 11 | 14 | 3% | -14% | -0.9% | 0% | -20
COc1ccc(NC(=O)c2cc(C)on2)cc1OC | -1 | -16 | 1% | 0% | 3 | 2 | 2% | -1% | -0.4% | 1% | -8
Cc1cc(C(=O)COC(=O)c2ccc(F)cc2)c(C)n1C | 7 | nt | nt | nt | -10 | nt | nt | nt | 0.1% | 1% | 4
CCn1c(SCC(=O)NCc2ccco2)nnc1C(C)C | 4 | 2 | 5% | 9% | -20 | 2 | -3% | 1% | -1.7% | 2% | -2
COc1ccc(NC(=O)CN(C)C(C)C(=O)N2CCCCC2)cc1 (stereo unspecified) | -11 | 3 | -2% | 0% | -1 | 1 | nt | -5% | 0.2% | 1% | -8
COc1ccc(/C=C/C(=O)NCCCn2ccnc2)cc1 | 20 | -2 | 11% | 0% | 11 | 0 | 8% | 7% | -0.4% | 0% | -6
COc1cc(NC(=O)c2ccccc2Cl)ccc1NC(=O)c1ccco1 | -3 | 0 | -2% | 3% | -8 | -1 | 5% | -3% | 0.2% | 0% | -14
CN1C(=O)OC(C)(CCc2ccccc2)C1(C)O (stereo unspecified) | -6 | -2 | 0% | 1% | 20 | 1 | 8% | -14% | 0.2% | 2% | 2
CCS(=O)(=O)c1ccc(O)c(NC(=O)COc2ccc(Cl)cc2)c1 | -1 | 4 | -12% | 0% | -8 | 1 | 12% | 0% | 0.1% | -3% | 10
